Assay outcomes from PubChem BioAssay.
esBAF inh: SWI/SNF esBAF complex inhibition. mouse ES cells, Bmi1-luciferase knock-in reporter, 24 h; 100% = twice the neutral-well signal. reporter increase, % at 12.5 µM. 350,000 tested, 2% active; in the data active = activation above about 40%;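 note: 0% = median of the plate's neutral control wells and 100% = double that signal; a rise in the Bmi1 reporter signal indicates esBAF inhibition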
ARNT-TACC3 inh: ARNT/TACC3 interaction disruption | Q9Y6A5 | 390,000 tested, 0.66% active | inhibition, % at 9.99 µM | AlphaScreen His-ARNT PAS-B/GST-TACC3 binding, luminescence; TACC3 fragment carries E629A point mutation;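 active = mean inhibition of replicates at least 50% and at least half of replicates each reaching 50%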;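 note: 0% = complete ARNT plus TACC3 wells and 100% = ARNT alone without TACC3; many hits fall short of the cut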
E-selectin induc: E-selectin induction on HUVECs; P16581; HUVEC E-selectin immunofluorescence imaging; normalized: neutral wells 0, TNF-alpha wells 100; activation, % at 7.58 µM; 260,000 tested, 0.37% active; AID 686992;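 active = mean E-selectin-positive cell signal at least 10% of the positive control, reached in at least 60% of replicates, without over 20% cell loss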;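 note: in these data hits start at about 27%; measured in HUVEC primary endothelial cells; signal is the percent of cells scored E-selectin positive by PE staining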
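assay system = HUVEC, human umbilical vein endothelial cells | input = 3,000 HUVEC seeded per well | medium = EGM-2 growth medium on 0.1% gelatin-coated wells | dosing = one compound dose added by pin transfer | signal = immunofluorescence imaging | read-out basis = % PE-positive cells | control set = TNF-alpha, DMSO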
CASP6 VEID inh: inhibitors of human caspase-6. P55212. purified caspase-6, Z-VEID-R110 cleavage fluorescence. inhibition, % at 12.5 µM. 350,000 tested, 0.53% active;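 active = mean inhibition across replicates at least about 35%, with every replicate also reaching that limit, limit read from the data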;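 note: 0% = median of neutral control wells and 100% = no fluorescence left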
ERp5 inh: inhibitors of human ERp5; Q15084; ERp5 insulin aggregation, absorbance 650 nm, 90 min; inhibition, % at 9.99 µM; 350,000 tested, 0.05% active;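 active = mean replicate inhibition above about 25%, with every replicate also reaching it, limit read from the data, passing the limit was not always enough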
Target sequence (Q15084 whole entry, looked up): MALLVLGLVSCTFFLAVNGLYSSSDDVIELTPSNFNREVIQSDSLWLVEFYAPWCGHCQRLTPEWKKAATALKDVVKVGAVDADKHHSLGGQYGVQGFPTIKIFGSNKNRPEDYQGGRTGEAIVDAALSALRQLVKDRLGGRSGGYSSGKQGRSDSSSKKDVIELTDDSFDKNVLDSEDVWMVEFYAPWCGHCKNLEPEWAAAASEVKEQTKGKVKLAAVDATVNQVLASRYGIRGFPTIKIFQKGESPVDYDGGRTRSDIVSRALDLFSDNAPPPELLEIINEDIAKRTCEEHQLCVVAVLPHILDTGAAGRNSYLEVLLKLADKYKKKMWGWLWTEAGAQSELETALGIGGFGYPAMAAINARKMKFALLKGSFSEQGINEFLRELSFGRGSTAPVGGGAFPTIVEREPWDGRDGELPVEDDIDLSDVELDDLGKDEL
PglD DTNB: PglD (C. jejuni) enzyme inhibition; AID 602405; 360,000 tested, 0.098% active; purified PglD enzyme, DTNB colorimetric CoA detection; inhibition, % at 12.5 µM; in the data active = inhibition above about 16%, passing the limit was not always enough; note: strong numbers were not always called active
RAD52 anneal inh: inhibitors of human RAD52 DNA annealing; recombinant RAD52 DNA annealing, FRET fluorescence; inhibition, % at 18.7 µM; 360,000 tested, 0.46% active; AID 651710;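 active = every replicate showing at least 50% inhibition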
Target sequence (P43351 whole entry, looked up): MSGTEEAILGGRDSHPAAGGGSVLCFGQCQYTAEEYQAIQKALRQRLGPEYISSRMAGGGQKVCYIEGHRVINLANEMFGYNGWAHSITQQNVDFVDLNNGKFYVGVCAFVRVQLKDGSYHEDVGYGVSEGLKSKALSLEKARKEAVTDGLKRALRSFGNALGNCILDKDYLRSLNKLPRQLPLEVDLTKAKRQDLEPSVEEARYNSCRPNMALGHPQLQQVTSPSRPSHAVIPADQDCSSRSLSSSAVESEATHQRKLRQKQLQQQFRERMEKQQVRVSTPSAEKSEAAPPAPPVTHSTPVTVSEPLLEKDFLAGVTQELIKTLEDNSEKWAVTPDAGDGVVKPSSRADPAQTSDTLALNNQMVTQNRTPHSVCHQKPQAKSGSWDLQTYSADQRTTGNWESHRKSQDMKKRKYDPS
RAD54 inh: RAD54 (human) branch migration inhibition; Q92698; RAD54 Holliday junction branch migration, FAM/BHQ fluorescence; 360,000 tested, 0.14% active; inhibition, % at 10.4 µM;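 active = mean normalized replicate activity at least 40 and at least half of replicates scoring 40 or more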;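 note: 0% = median of neutral control wells and 100% = median of positive control wells; inhibitors cause a drop in the FAM fluorescence signal; in these data hits start at about 50%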
Active calls of the source: *; . = not tested or not shown; & = joins results of further samples. Rows are unselected; overall some 3.2% were active at least once.

SMILES	esBAF inh	ARNT-TACC3 inh	E-selectin induc	CASP6 VEID inh	ERp5 inh	PglD DTNB	RAD52 anneal inh	RAD54 inh
COc1ccc(-c2ccc(C3[C@H]4CNC[C@@H]3N4C(=O)Nc3ccc(F)cc3)cc2)cc1 (some centres undefined)	.	.	0.1&0.0	2	4	.	-71	.
CN1CCCCC(NC(=O)c2ccccc2)C1=O (centres undefined)	.	.	-0.4	3	4	.	0	.
O=C(c1ccccc1F)c1cc2c(cc1[N+](=O)[O-])OCCO2	-3	-7	1.9	18	3	2	-3	1
N#CCNC(=O)c1cccn1-c1ncc(C(F)(F)F)cc1Cl	-1	-10	.	3	-2	.	-16	.
Cc1noc(C)c1NC(=O)Nc1ccc2c(c1)CC(=O)N([C@@H](C)CO)C[C@@H](C)[C@@H](CN(C)Cc1ccc3c(c1)OCO3)O2	1	-6	.	0	3	-1	-3	1
C[C@@H]1CCCCO[C@H](CN(C)C(=O)C2CCCCC2)[C@H](C)CN([C@@H](C)CO)C(=O)c2cc(NC(=O)Nc3cccc4ccccc34)ccc2O1	-6	16	0.6	0	-4	0	6	8
COc1ccc(/C=N/N=C2/SCC(=O)N2Cc2ccccc2)cc1	.	-7	.	-2	1	.	-24	.
COc1ccc(NC(=O)N[C@@H](CCSC)C(=O)O)cc1OC	-1	-2	2.9	-4	-6	1	-11	-3
COc1ccc(Cl)cc1NC(=O)COC(=O)c1ccc(Br)o1	-7	-13	0.1	-3	-1	3	-9	-1
O=C(Nc1ccccc1)N1CCCCN2[C@H](CO)[C@@H](c3ccc(C#Cc4cccnc4)cc3)[C@H]2C1	.	16	-0.2	-2	3	-3	16	-1
O=C(Cc1ccccc1)N/N=C/c1ccccc1Cl	38	7	.	.	.	-3	.	-2
Cc1ccc(/C=N/n2c(-c3cccs3)n[nH]c2=S)cc1	-6	-2	.	.	.	-4	.	-10
Cc1nn(-c2ccccc2)c(N2CCCC2)c1/C=N/NC(=S)Nc1ccccc1F	.	2	0.4	0	0	.	-17	.
COCCNC(=O)C[C@@H]1CC[C@H]2[C@@H](COc3ccc(NC(=O)Nc4ccccc4)cc3C(=O)N2C)O1	1	5	0.1	-2	4	-1	1	-7
Cc1ccc(S(=O)(=O)N(C)C[C@H]2Oc3ccc(NS(=O)(=O)c4ccc(F)cc4)cc3C(=O)N([C@@H](C)CO)C[C@@H]2C)cc1	-1	8	2.0	.	.	-2	.	-3
CCCS(=O)(=O)N1CCC(C(=O)NCCN(CC)c2ccccc2)CC1	-2	-4	.	.	.	4	.	-6
COc1ccc(C2(CNC(C)=O)CCCC2)cc1OC	-1	-29	.	.	.	3	.	-2
COc1ccc(-c2nnc(SCC(=O)c3cccs3)n2-c2ccc(Cl)cc2)cc1	-2	2	.	.	.	-5	.	6
CCc1nnc(NC(=O)c2ccc3nc(CC)c(CC)nc3c2)s1	.	0	4.2	-3	3	.	-32	.
CCC1(CC)NC(=O)N(CC(=O)N2CCc3ccccc32)C1=O	.	-17	1.0	-6	-5	-5	-2	-2
O=C(COC(=O)/C=C/c1ccc(Cl)cc1Cl)NCC1CCCO1 (centres undefined)	1	6	.	-1	-7	-4	5	4
COc1ccc(S(=O)(=O)N(C)C[C@H]2OCCCC[C@@H](C)Oc3ccc(NC(=O)C4CCCCC4)cc3C(=O)N([C@H](C)CO)C[C@@H]2C)cc1	5	-3	-0.1	12	-3	-1	17	1
O=C(Cn1nc(Cc2cccnc2)c2ccccc2c1=O)NCc1ccc2c(c1)OCO2	0	-1	.	-3	-7	-2	-4	8
CC(C)C[C@H]1CN=C(Nc2ccccc2)N1CC1CCC1	9	-4	0.3	0	6	1	-9	-3
COc1ccc2c3c([nH]c2c1)[C@H](CO)N(S(C)(=O)=O)CC31CCN(C(=O)c2cccnc2)CC1	.	.	-0.2	3	3	.	9	.
C[C@H]1CN([C@@H](C)CO)C(=O)Cc2cc(NS(=O)(=O)c3ccc(F)cc3)ccc2O[C@@H]1CN(C)C(=O)Nc1ccc(F)cc1	-3	-7	0.0	.	-1	4	16	-20
C/C(=N\NC(=S)NCc1ccccc1)c1ccc2c(c1)OCCO2	.	20	.	0	7	.	-7	.
COc1ccc(/C=C/c2cc[n+](C(=O)Cc3ccccc3)cc2)cc1	3	15	0.7	12	11	-1	27	7
O=C(Cc1ccccn1)NCC[C@@H]1CC[C@H](NC(=O)Nc2ccc(F)cc2)[C@@H](CO)O1	-2	10	-3.0	-6	0	3	-23	-4
C[C@@H]1CCCCO[C@H](CN(C)Cc2ccc(Cl)c(Cl)c2)[C@@H](C)CN([C@H](C)CO)C(=O)c2cc(NS(=O)(=O)c3cn(C)cn3)ccc2O1	-2	10	0.2	-1	1	4	4	1
CC1(C)CC(=O)C=C(Nc2ccc(Br)cn2)C1	-13	-6	.	-3	-1	-6	-14	-14
Nc1ccc(S(=O)(=O)NC2=NCCCCC2)cc1N	-8	29	-0.3	1	0	-8	-13	-1
Cc1ccccc1N1CC(C(=O)Nc2ccc(S(=O)(=O)N3CCCCC3)cc2)CC1=O (centres undefined)	4	3	0.3	-2	-2	.	-5	.
Cc1c(/C=N/N=C2\CCC3C4CCc5cc(O)ccc5C4CCC23C)cnn1C (centres undefined)	0	5	.	.	.	4	.	9
Cc1ccc(S(=O)(=O)N2CC[C@@H]3[C@@H](CO)N(C)c4ccc(C#Cc5cccnc5)cc4[C@@H]32)cc1	8	-1	0.8	.	.	-3	.	-13
COc1ccc(O)c(C(=O)c2cc(C#N)c(=O)n(CCN3CCOCC3)c2)c1	8	-8	.	.	.	6	.	1
Cc1ccc(-c2ccnc3[nH]n(-c4ccccc4)c(=O)c23)cc1	17	5	0.3	-3	2	-7	-18	0
CCOc1ccc(C2=NNC(c3cccs3)=Nc3ccc(OC)cc32)cc1OCC	-3	6	.	.	.	5	.	1
COc1ccc(CCNCC(=O)Nc2ccc(OC(F)(F)F)cc2)cc1OC	-2	-3	.	-3	5	2	1	-2
CCC(C)N(C(=O)CSc1nnc2ccccn12)C1CCS(=O)(=O)C1 (centres undefined)	1	1	0.0	3	-3	-4	-4	-10
O=C(C[C@H]1C[C@@H]2c3cc(NC(=O)NC4CCCC4)ccc3O[C@@H]2[C@H](CO)O1)NCc1ccccc1F	3	1	-0.1	2	-4	-4	-6	-24
C[C@@H]1CN([C@H](C)CO)C(=O)c2cccc(NC(=O)Nc3ccccc3)c2O[C@@H]1CN(C)S(C)(=O)=O	-3	2	13	0	3	0	5	-40
CO[C@H]1CN(C)C(=O)c2cc(NC(=O)C3CCCC3)ccc2OC[C@H](C)N(CCC(F)(F)F)C[C@H]1C	3	-4	-0.1	6	2	0	10	-4
Cc1cc(N2CCOCC2)n2nc(-c3cccc(F)c3)cc2n1	-1	-6	.	.	.	9	.	-30
CN(C)CC(=O)N[C@H]1CC[C@H](CC(=O)NCc2ccc(Cl)cc2)O[C@@H]1CO	6	8	-0.2	-1	-2	0	1	5
Cc1[nH]c(=O)[nH]c(=O)c1/C=N/NC(=O)[C@@H](NC(=O)OC(C)(C)C)C(C)C	-18	47*	.	.	.	-7	.	3
CC(C)C#Cc1ccc([C@H]2[C@@H](CO)N3CCCCN(C(=O)NC(C)C)C[C@H]23)cc1	.	-5	-0.3	.	.	1	.	-1
Cc1ccccc1CN(C)CC(=O)Nc1ccccc1-c1ccccc1	1	.	-0.7	.	.	-5	.	4
O=C(CCC1COc2ccccc2O1)Nc1ncccc1O (centres undefined)	-3	21	.	.	.	-2	.	-11
CN1[C@H](CO)[C@@H]2c3ccccc3N(C(=O)Nc3ccccc3F)C[C@@H]21	16	-4	-0.1	1	-2	-1	1	-3
COC(=O)c1c(NC(=O)C(Cl)Cl)sc2c1C(C(=O)OC)CC2 (centres undefined)	.	-15	-0.1	1	-3	.	-14	.
CCCc1c(-c2cccc(Cl)c2)ncn1CCc1ccccc1OC	.	.	1.3	1	2	.	-7	.
COc1ccc(CCC(C)N2CCc3ccccc3C2)cc1 (centres undefined)	-2	0	-0.1	-2	6	-3	-5	-9
COc1ccc(CNC(=O)C[C@H]2CC[C@@H](NC(=O)c3ccc4c(c3)OCO4)[C@H](CO)O2)cc1	-5	-2	-0.1	-1	-5	-3	-5	-10
Nc1ncnc2c1ncn2[C@@H]1O[C@H](CNC(=O)[C@@H]2C[C@H](F)CN2)[C@@H](O)[C@H]1O	-1	9	0.8	-5	4	-5	-12	8
CN(C)CCCNC(=O)[C@H]1[C@H](CO)[C@H]2Cn3c(ccc(-c4ccccc4)c3=O)[C@@H]1N2C(=O)CC1CC1	2	0	0.3	-42	0	0	5	1
CCOc1ccc(N(Cc2cc3cc(C)ccc3[nH]c2=O)S(=O)(=O)c2ccccc2)cc1	0	-6	0.0	2	6	-3	-9	1
COCc1cn(CC[C@H]2CC[C@H](NC(=O)c3ccc(F)cc3)[C@H](CO)O2)nn1	5	-1	-0.4	0	-2	-1	-3	-13
COc1cccc(-c2ccc([C@@H]3[C@H]4CN(C(=O)C5CC5)CC(=O)N4[C@H]3CO)cc2)c1	.	.	-0.1	1	-3	.	-9	.
N#CCN1C(=O)C(=O)N(Cc2cccc(C(F)(F)F)c2)C1=O	3	-16	.	2	2	1	-14	-1
(continued)
SMILES	esBAF inh	ARNT-TACC3 inh	E-selectin induc	CASP6 VEID inh	ERp5 inh	PglD DTNB	RAD52 anneal inh	RAD54 inh
C[C@H]1CN([C@@H](C)CO)C(=O)Cc2cc(NC(=O)CCN3CCOCC3)ccc2O[C@@H]1CN(C)Cc1ccc(C(=O)Nc2ccccc2N)cc1	.	.	-1.7	0	-2	.	20	.
CCOC(=O)C1(CCOC)CCN(Cc2ccc(C(=O)OC)cc2)CC1	6	-25	.	-4	-3	4	-6	6
COc1ccc(-n2c(SCC(=O)Nc3ccc(C(N)=O)cc3)nc3ccccc3c2=O)cc1OC	5	9	0.0	2	-2	2	-15	-4
CN(CC(=O)Nc1ccc(F)cc1)C(=O)c1ccc(OCc2ccccc2)cc1	7	42	1.4	2	2	1	-13	5
C[C@@H]1CN([C@H](C)CO)S(=O)(=O)c2ccc(C#CC(C)(C)O)cc2O[C@@H]1CN(C)C(=O)C1CCCCC1	-1	-4	1.1	0	6	2	2	3
O=C(c1cccc([N+](=O)[O-])c1)c1cc2ccccc2o1	.	12	-0.1	-3	-4	.	-18	.
CCC(Nc1nc(-c2ccccc2)nc2ccccc12)C(=O)O (centres undefined)	7	-4	.	-2	1	5	-22	2
COc1ccc(NC(=O)N(C)C[C@H]2Oc3ccc(NC(=O)c4ccncc4)cc3C(=O)N([C@@H](C)CO)C[C@H]2C)cc1	1	-4	-5.4	-1	5	3	-1	0
CCc1ccc2nc(N)sc2c1	.	4	.	-3	2	.	-11	.
COc1cccc(CN2[C@@H](CO)[C@@H]3c4ccccc4N(C(=O)CC(F)(F)F)C[C@@H]32)c1	-2	-5	-0.7	8	-1	-1	-2	4
C[C@@H](NC(=O)C[C@H]1C[C@@H]2c3cc(NC(=O)CC4CC4)ccc3O[C@@H]2[C@@H](CO)O1)c1ccccc1	-1	-6	-0.3	0	-1	0	-1	-3
